# Epigenetic derep – derepresses silenced GFP reporter in murine cells; AID 1865; hit rate 0.2% among 280,000; Potency, µM (series often up to 53.9 µM), without a hit: at the highest dose GFP activation, actives largely listed as activators; murine LDR cells, GFP reporter derepression, 30 h; active = well fitted activation curve with a large enough effect; inconclusive = small, poorly fitted or top-dose-only effect; also: % of control where 0% means no effect; nearly all actives have a fitted effect of over 60% in size
#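 Reporter derepression read as number of fluorescent GFP-positive objects, 20-120 um in size, counted by laser-scanning cytometer. Mouse LDR line with an epigenetically silenced CMV-GFP locus; compound incubation 30 h, 37 C.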
# * marks the source's active call; other numbers are inactive results; ? = inconclusive. Potency is read from the fitted curve at half-maximal effect.
# The first 2 entries as a preview:
SMILES,Epigenetic derep
Cc1ccc(NC(=O)C(Cc2ccccc2)NS(=O)(=O)c2cccs2)cc1Cl (centres undefined),-0.6%
O=C(CCC1N=C2c3ccccc3N=C(SCc3ccccc3F)N2C1=O)NCc1ccccc1 (centres undefined),-1.3%

# The listing, previewed entries included:
SMILES,Epigenetic derep
Cc1ccc(NC(=O)C(Cc2ccccc2)NS(=O)(=O)c2cccs2)cc1Cl (centres undefined),-0.6%
O=C(CCC1N=C2c3ccccc3N=C(SCc3ccccc3F)N2C1=O)NCc1ccccc1 (centres undefined),-1.3%
CC(=O)Nc1cccc(NC(=O)C(=O)NCCc2csc3nc(-c4ccccc4F)nn23)c1,0.8%
Cc1ccc(C)c(CNC(=O)CN2C(=O)CSc3ccc(S(=O)(=O)N(C)C)cc32)c1,-1.5%
CCc1ccc(NCc2cc3cc4c(cc3n(CC(=O)Nc3ccccc3OC)c2=O)OCCO4)cc1,1.4%
Cc1ccc(Cl)cc1NCc1nnc2n1CCCCC2,-2.2%
Nc1ccc(N2CCN(c3ncc(C(F)(F)F)cc3Cl)CC2)c(C(F)(F)F)c1,0.0%
Cc1ccccc1OCC(=O)Nc1ccccc1C(=O)OCc1cc(=O)n2ccsc2n1,-0.3%
O=C(COc1ccccc1)Nc1nnc(SCc2cc(=O)c3ccccc3[nH]2)s1,-2.5%
Clc1cccc(N2CCN(c3nc4ccccc4n4nnnc34)CC2)c1,-3.5%
COc1cc(NC(=O)Cn2ncc3c(=O)oc4ccccc4c32)cc(OC)c1OC,0.0%
CC1CCN(S(=O)(=O)c2nnc(NC(=O)c3cccc(F)c3)s2)CC1,13µM*
COc1ccc(NC(=O)Cn2ccn(Cc3ccccc3)c(=O)c2=O)cc1Cl,0.0%
CCCN1CCN(c2nnc(-n3cccc3C(=O)Nc3cc(Cl)ccc3C)s2)CC1,5.5%
COc1cccc(-n2c(-c3ccco3)nc3c(cnn3-c3ccc(Cl)cc3)c2=O)c1,-7.9%
COc1ccc(NC(=O)CC2C(=O)N(c3ccc(OC)cc3)C(=O)N2C2CCCCC2)cc1 (centres undefined),2.1%
Cc1ccc(C(C(=O)NC2CCCCC2)N(C)Cc2ccccc2)cc1 (centres undefined),1.2%
O=C(NCC(c1cccnc1)N1CCc2ccccc2C1)C(=O)Nc1ccccc1F (centres undefined),0.8%
CCOC(=O)c1cnn(-c2cccc(F)c2)c1C1CCNCC1,-1.3%
CCOc1ccc(-n2c(Cc3ccccc3)nnc2SCc2nc(-c3cccs3)no2)cc1,-1.9%
CCOC(=O)C1=C(CN2CCN(c3ccc(OC)cc3)CC2)NC(=O)NC1c1ccc(Cl)cc1 (centres undefined),1.0%
Cn1cnc(S(=O)(=O)N2CCC(C(=O)NCc3ccc(Cl)cc3)CC2)c1,-5.5%
Cc1ccc(CN2CCSc3ccc(C(=O)NCCc4ccccc4)cc32)cc1,3.1%
Cc1ccc(S(=O)(=O)N2CCCc3cc(NS(=O)(=O)c4cccc(Cl)c4)ccc32)cc1,-3.4%
Cc1cc(NC(=O)CSc2nc3c([nH]c4ccccc43)c(=O)n2-c2cccc(Cl)c2)no1,6.9%

# (more compounds)
SMILES,Epigenetic derep
COc1ccc(OC)c(NC(=O)Cn2c(=O)n(Cc3nc(C)no3)c(=O)c3ccccc32)c1,2.5%
CCN(CC)C(=O)c1sc2c(c1C)c(=O)n(Cc1ccccc1)c(=O)n2Cc1cc(C)ccc1C,1.3%
CCOC(=O)c1ccccc1NC(=O)CSc1nc(=O)[nH]c2c1CCC2,-0.1%
Cc1ccccc1CNC(=O)C(=O)NCC(c1ccc2c(c1)OCO2)N1CCOCC1 (centres undefined),2.2%
CCOc1ccc(CNCCCSc2nnnn2C)cc1OC,5.7%
Cc1ccc(CSc2nc(-c3cccs3)ccc2C#N)cc1,-1.1%
O=C(Nc1ccc(F)cc1)c1oc2ccccc2c1NC(=O)C1CCCCC1,-1.5%
CCOc1ccccc1CNS(=O)(=O)c1ccc2c(c1)C(C)(C)C(=O)N2C,15%
CCN(C(=O)CCNC(=O)Cn1cnc2ccccc2c1=O)c1cccc(Cl)c1,-0.5%
COc1ccc(C)cc1NC(=O)CN1CCCN(S(=O)(=O)c2ccc(Br)cc2)CC1,-1.1%
Cc1ccc(S(=O)Cc2ccc(C(=O)NC3CCCCCC3)o2)cc1 (centres undefined),0.4%
CCCn1c2ccccc2c2cnn(CC(=O)NCCCN3CCCCC3CC)c(=O)c21 (centres undefined),-0.4%
COc1cccc(C(=O)n2nc(-c3cccnc3)nc2NCc2ccc(F)cc2)c1,-1.0%
O=C(NCC(c1ccc2c(c1)OCO2)N1CCOCC1)C(=O)Nc1ccccc1 (centres undefined),0.0%
CCOc1ccc(CCNC(=O)CCc2c(C)nc3c(c(C)nn3-c3ccccc3)c2C)cc1OCC,3.3%
COc1ccccc1CCNC(=O)c1cccn1-c1nnc(N2CCCC2)s1,0.8%
Cc1cc(NC(=O)Nc2nnc(N3CCCCCC3)s2)ccc1Br,-2.2%
COc1cccc(-c2noc(-c3cc(C(C)C)[nH]n3)n2)c1OC,-0.6%
Cc1ccc(CNC(=O)CCCn2nc(C)n3c(cc4sccc43)c2=O)cc1,0.8%
Cc1ccc(N(CC(=O)N2CCN(c3ccccc3F)CC2)S(=O)(=O)c2c(C)noc2C)cc1,-0.1%
CCn1c(CN2CCOCC2)nc2cc(NC(=O)c3cccc([N+](=O)[O-])c3)ccc21,-3.2%
CCCOc1ccc(C(=O)Nc2cc(-c3nc4ccccc4[nH]3)ccc2C)cc1,-0.8%
Cn1c(=O)c2c(nc(SCC(=O)Nc3ccc(F)cc3)n2Cc2ccc(Cl)cc2)n(C)c1=O,6.7%
COc1ccc(NC(=O)c2ccc3c(c2)sc2nc(-c4ccc(OC)cc4)cn23)cc1,0.0%
O=C(NC1CCCCC1)c1c[nH]c2ccc(S(=O)(=O)Nc3ccccc3F)cc2c1=O,-2.6%

# (more compounds)
SMILES,Epigenetic derep
CCCCCOC(=O)CSc1nc2sc3c(c2c(=O)n1Cc1ccccc1)CC(C)(CC)OC3 (centres undefined),-0.8%
CCc1ccccc1NC(=O)CCS(=O)(=O)c1cccc2nonc12,2.7%
COc1ccccc1Cn1cc(C(=O)c2ccc(C)cc2)c(=O)c2cc(C)ccc21,-1.1%
CCOC(=O)c1ccc(N2C(=O)c3n[nH]c(-c4ccco4)c3C2c2ccc(O)cc2)cc1 (centres undefined),-1.7%
COc1ccc(C(=O)c2oc3ccccc3c2NC(=O)c2cc(=O)c3ccc(C)cc3o2)cc1Cl,-1.1%
Cc1cccc(OCC(=O)Nc2nonc2-c2ccc(Br)cc2)c1C,-4.5%
CC(=O)c1c(C)oc2ccc(N(C(=O)c3ccncc3)S(=O)(=O)c3ccc(C)cc3C)cc12,-4.9%
Cc1cccc(C(=O)N2CCC(N3CCN(Cc4ccc(F)cc4)C(=O)C3=O)CC2)c1,-0.9%
O=C(Nc1ccccc1)C1CCN(S(=O)(=O)c2ccc3c(c2)CCCN3C(=O)C2CCC2)CC1,0.8%
CC1CN(C(=O)Nc2ccc(C(=O)NCc3cccc(F)c3)cc2)c2ccccc2S1 (centres undefined),-4.3%
CC(C)(C)OC(=O)N1CCC(c2c(C(=O)NCc3ccccn3)cnn2-c2ccccc2)CC1,-1.3%
COc1ccc(N2CC(NC(=O)c3cccs3)CC2=O)cc1OC (centres undefined),1.0%
CC(C)c1ccc(NC(=O)Cn2c(=O)oc3cc(S(=O)(=O)N4CCCC4)ccc32)cc1,-3.8%
CCCCc1nn2c(=O)cc(COC(=O)c3ccc(NC(=O)c4ccccc4C)cc3)nc2s1,3.1%
CC(C)OCCCn1c(SCC(=O)c2ccccc2)nc2c(sc3ccccc32)c1=O,7.3%
CCc1ccc(S(=O)(=O)c2nnn3c2nc(NC2CCCC2)c2sccc23)cc1,10%
COc1ccc(Cn2ccc3nc(C)c(C(=O)Nc4cccc(SC)c4)cc3c2=O)cc1,1.5%
COc1ccc(OC)c(NC(=O)c2c(NCc3ccc(C)o3)sc3c2CCCCC3)c1,2.1%
Cc1cccc(N2CCN(C(=O)C3CCC(CNS(=O)(=O)c4ccc(Br)s4)CC3)CC2)c1C (centres undefined),2.6%
CCC1CN(C(=O)NCc2ccc(F)cc2)c2cc(C)ccc2O1 (centres undefined),1.4%
COc1cccc(C(=O)NCC(c2ccc(N(C)C)cc2)N2CCc3ccccc32)c1OC (centres undefined),-4.7%
Cc1ccccc1CNC(=O)Cn1c(=O)c2cccn2c2cccnc21,5.6%
O=C(c1ccc2c(Cl)c3c(nc2c1)CCCC3)N1CCN(c2cccc(Cl)c2)CC1,-1.1%
COc1ccc(CCC(=O)NC2CC(=O)N(c3ccc(C)c(C)c3)C2)cc1 (centres undefined),5.5%
COc1ccc(N(Cc2cccs2)C(=O)c2ccco2)cc1,1.6%

# Carrying on.
SMILES,Epigenetic derep
Cc1oc(-c2ccccc2Cl)nc1CSc1nncn2c1cc1occc12,0.0%
COc1ccc(CNC(=O)C2Cc3cc(S(=O)(=O)N4CCCCCC4)ccc3N2C(C)=O)cc1 (centres undefined),5.6%
COc1cc(CNC(=O)c2ccc3c(c2)c(C)c(C)n3Cc2cccc(C)c2)cc(OC)c1OC,?
CCOc1ccc2nc(N3CCC(C(=O)Nc4c(C)cccc4C)CC3)sc2c1,3.5%
Brc1ccc(Nc2c3c(nc4nncn24)CCC3)cc1,?
O=C(Cn1cc(SCc2cccc(Cl)c2)c2ccccc21)N1CCCCC1,6.8%
CCOC(=O)c1sc(N2C(=O)c3oc4ccc(C)cc4c(=O)c3C2c2ccccc2F)nc1C (centres undefined),-1.0%
CCOc1ccc(S(=O)(=O)c2cc3cccc(OCC)c3oc2=O)cc1,0.0%
CCc1cccc(NC(=O)C(Cc2ccccc2)NS(=O)(=O)c2ccc3c(c2)c(=O)n(C)c(=O)n3C)c1 (centres undefined),0.8%
O=C(Nc1ccc(F)c(Cl)c1)C1CCN(S(=O)(=O)c2ccc3[nH]c(=O)ccc3c2)CC1,1.4%
O=c1oc2c(CN3CCCC3)c(O)ccc2cc1-c1ccccc1,8.3%
Cc1ccc(NC(=O)CCn2c(=O)c3cccn3c3ccccc32)cc1C,1.1%
COc1ccc(CCNC(=O)c2cnc3sc(N4CCCCCC4)nn3c2=O)cc1OC,0.0%
CCN(c1ccc(OC)cc1)S(=O)(=O)c1nnc(NC(=O)c2ccccc2Cl)s1,0.0%
Cc1nc2ccc(S(=O)(=O)NC(C(=O)NCc3ccccc3Cl)C(C)C)cc2s1 (centres undefined),-1.6%
Cc1cc(C)cc(NS(=O)(=O)c2ccc3[nH]cc(C(=O)N4CCCCC4)c(=O)c3c2)c1,0.3%
COc1ccc(Nc2ncc3c(n2)CCN(Cc2ccccc2C)C3)c(OC)c1,-5.8%
COC(=O)c1c(-c2cccs2)csc1NC(=O)c1ccc(Br)cc1,0.0%
Cc1ccc(N2CCN(C(=O)c3cn(C)c4ccc(S(=O)(=O)N(C)C5CCCCC5)cc4c3=O)CC2C)cc1 (centres undefined),0.3%
Cc1ccc(C(=O)N2CC(=O)Nc3ccc(Br)cc3C2c2ccc(F)cc2)cc1C (centres undefined),3.5%
O=C(CSc1nc2c(c(=O)[nH]1)CCC2)Nc1ccccc1C(F)(F)F,-0.6%
CC(C)(C)c1ccc(-c2nc(SCCCOc3ccccc3)n3[nH]c(=O)cc3n2)cc1,-2.2%
COc1ccc2c(c1)CCc1c(C(=O)Nc3ccc(C#N)cc3)noc1-2,-0.9%
CCOc1ccc(S(=O)(=O)Nc2ccc(-c3ccc(OC)nn3)cc2)cc1,1.7%
Cc1ccc(-c2nc(CS(=O)(=O)CC(=O)NCc3ccc(Cl)cc3)c(C)o2)cc1,-1.1%

# Six successive entries out of the list so far, for reference:
SMILES,Epigenetic derep
COc1cccc(-n2c(-c3ccco3)nc3c(cnn3-c3ccc(Cl)cc3)c2=O)c1,-7.9%
COc1ccc(NC(=O)CC2C(=O)N(c3ccc(OC)cc3)C(=O)N2C2CCCCC2)cc1 (centres undefined),2.1%
Cc1ccc(C(C(=O)NC2CCCCC2)N(C)Cc2ccccc2)cc1 (centres undefined),1.2%
O=C(NCC(c1cccnc1)N1CCc2ccccc2C1)C(=O)Nc1ccccc1F (centres undefined),0.8%
CCOC(=O)c1cnn(-c2cccc(F)c2)c1C1CCNCC1,-1.3%
CCOc1ccc(-n2c(Cc3ccccc3)nnc2SCc2nc(-c3cccs3)no2)cc1,-1.9%

# Sorted by SMILES length (low to high): part of the list above.
SMILES,Epigenetic derep
CCOc1ccc(CNCCCSc2nnnn2C)cc1OC,5.7%
Cc1ccc(CSc2nc(-c3cccs3)ccc2C#N)cc1,-1.1%
Cc1ccc(CNC(=O)CCCn2nc(C)n3c(cc4sccc43)c2=O)cc1,0.8%

# The list goes on:
SMILES,Epigenetic derep
Cc1cc(C)c2c(CC(=O)Nc3ccc(S(=O)(=O)Nc4ncccn4)cc3)coc2c1,-1.9%
Cc1cc(C)cc(NC(=O)NCCc2c(C)nn(C)c2C)c1,-3.0%
Cc1ccc(C)c(N2CCN(C(=O)c3noc4c3CCCCC4)CC2)c1,-1.3%
CCCN(CCC)C(=O)Cn1c(SCc2cccc(F)c2)nc2cccnc21,-1.2%
Cc1ccc(C)c(N(C)C(=O)C2CCN(c3ncnc4c3nc3n4CCCCC3)CC2)c1,-0.4%
COC(=O)c1ccc(Cl)cc1NC(=O)N1CCC(CN2CCCC2)CC1,-0.4%
COc1ccc(C(=O)c2cnc3ccc(C)cc3c2S(=O)(=O)c2ccccc2)cc1,0.0%
CCc1ccc(-c2nn(CC(=O)NCc3ccccc3)c3c2cnc2ccc(F)cc23)cc1,4.4%
Cc1ccc(NC(=O)c2cccn2-c2nnc(N3CCCCC3)s2)cc1Cl,-3.1%
CCc1ccc(NC(=O)C2CCCN(S(=O)(=O)c3ccc4c(c3)CCCN4C(C)=O)C2)cc1 (centres undefined),-1.1%

# Source: PubChem BioAssay (National Center for Advancing Translational Sciences (NCATS))

# Some of the compounds tested; count on the stated rates, not on these rows.
